Screens (PubChem BioAssay)
CHRM4 agonist = CHRM4 agonism in calcium assay; P08173; CHO-K1 hM4/Gqi5, Fluo-8 calcium fluorescence; vehicle 0%, full acetylcholine response 100%; activation, % at 3 µM; 360,000 tested, 0.14% active;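 active means activation above the run mean over all test wells plus 3 SD, cut at about 32% in these data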;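 further: peak over basal fluorescence ratio per well then scaled between controls; 0% = DMSO wells and 100% = acetylcholine at EC100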
Target sequence (P08173 whole entry, looked up): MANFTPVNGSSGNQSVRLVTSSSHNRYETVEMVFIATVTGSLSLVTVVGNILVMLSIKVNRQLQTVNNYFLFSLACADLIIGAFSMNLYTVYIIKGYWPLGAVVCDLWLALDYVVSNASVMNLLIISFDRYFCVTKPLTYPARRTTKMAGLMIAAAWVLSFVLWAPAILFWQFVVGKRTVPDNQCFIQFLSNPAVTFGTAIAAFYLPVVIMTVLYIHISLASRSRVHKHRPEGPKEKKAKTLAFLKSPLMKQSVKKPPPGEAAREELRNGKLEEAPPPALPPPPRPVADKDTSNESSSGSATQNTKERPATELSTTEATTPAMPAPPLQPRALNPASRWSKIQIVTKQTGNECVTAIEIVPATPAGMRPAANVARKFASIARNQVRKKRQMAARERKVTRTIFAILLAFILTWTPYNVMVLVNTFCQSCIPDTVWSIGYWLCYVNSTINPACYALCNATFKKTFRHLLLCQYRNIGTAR
M5 PAM = positive allosteric modulators of human muscarinic M5 receptor. P08912. CHO-K1 hM5, Fluo-8 calcium, ACh EC20 PAM; 0% = ACh EC20, 100% = ACh EC100. activation, % at 3 µM. 360,000 tested, 0.3% active. AID 624038;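 active means activation above the run cutoff, the mean activation of all test compounds plus 3 SD, cut at about 18% in these data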
Target sequence (P08912 whole entry, looked up): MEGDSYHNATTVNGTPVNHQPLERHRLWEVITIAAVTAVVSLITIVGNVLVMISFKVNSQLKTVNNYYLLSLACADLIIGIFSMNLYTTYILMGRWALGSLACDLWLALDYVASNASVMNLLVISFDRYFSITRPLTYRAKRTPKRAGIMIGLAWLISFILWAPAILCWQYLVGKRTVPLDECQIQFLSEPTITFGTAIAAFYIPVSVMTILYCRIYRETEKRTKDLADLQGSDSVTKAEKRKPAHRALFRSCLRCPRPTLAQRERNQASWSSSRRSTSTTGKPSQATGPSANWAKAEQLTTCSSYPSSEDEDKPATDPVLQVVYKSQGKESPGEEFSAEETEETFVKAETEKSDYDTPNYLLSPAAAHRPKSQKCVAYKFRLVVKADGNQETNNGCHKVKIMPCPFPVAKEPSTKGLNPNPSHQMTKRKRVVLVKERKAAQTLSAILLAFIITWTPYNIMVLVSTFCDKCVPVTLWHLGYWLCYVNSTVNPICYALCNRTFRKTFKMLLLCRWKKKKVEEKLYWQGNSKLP
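system = human M5 receptor in CHO-K1 cells | compound = one concentration, 3 µM final (nominal) | schedule = Post-acetylcholine fluorescence recording 140 s | signal = Fluo-8 calcium dye fluorescence, kinetic read | benchmarks = low control EC20 acetylcholine (0%), high control EC100 acetylcholine (100%) | repeats = singlicate, one well per test compound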
M1 PAM = potentiates human M1 receptor response to acetylcholine | activation, % at 3 µM | CHO-K1 hM1, Fluo-8 calcium fluorescence, ACh EC20; 0% = ACh EC20, 100% = maximal ACh | 360,000 tested, 0.088% active; in the data active means activation above about 19%, passing the limit was not always enough
CHRM1 antagonist = blocks human M1 muscarinic receptor; 360,000 tested, 1.3% active; CHO-K1 hM1, Fluo-8 calcium fluorescence, ACh EC80 antagonist; inhibition, % at 3 µM;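 active means percent inhibition above its own plate's cutoff, namely the mean of that plate's compound wells plus 3 SD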;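 further: peak over basal fluorescence ratio during 140 s after agonist addition; 0% = ACh EC80 plus DMSO and 100% = DMSO alone without agonist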
CHRM4 antagonist = antagonists of human muscarinic M4 receptor (CHRM4). CHO-hM4 cells, ACh EC80, Fluo-8 calcium fluorescence. inhibition, % at 3 µM. 360,000 tested, 0.73% active;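 active means inhibition above its plate's cutoff, the mean inhibition of sample wells plus 3 SD, cut at about 27% in these data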;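 further: 0% = acetylcholine EC80 with DMSO and 100% = DMSO without agonist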
TAAR1 agonist = human TAAR1 agonism; 360,000 tested, 0.99% active; CHO RD-HGA16 TAAR1, Fluo-8 calcium fluorescence; vehicle wells 0%, saturating PEA agonist 100%; Q96RJ0; activation, % at 3 µM;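 active means activation above the mean activation of all test compounds in the run plus 3 SD, cut at about 38% in these data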
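System: CHO RD-HGA16 cells carrying human TAAR1 plus Gα16; Incubation: 17-24 h seeding, 75 min 37 °C dye, 30 min RT; Measured by: Fluo-8 fluorescence, 5 s baseline then 140 s kinetic read; Control set: DMSO and PEA EC100; Replication: single well for each compound.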
M1 ag = agonists of human M1 muscarinic receptor; P11229; CHO-K1 hM1, Fluo-8 calcium fluorescence, agonist mode; 0% DMSO, 100% acetylcholine EC100; activation, % at 3 µM; 360,000 tested, 0.33% active; AID 588814;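 active means activation above the run's mean compound activation plus 3 SD, cut at about 16% in these data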;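 further: peak over basal fluorescence ratio within a 140 s kinetic read after compound addition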
M5 antag = antagonists of human muscarinic M5 receptor (CHRM5); AID 624040; 360,000 tested, 0.59% active; P08912; inhibition, % at 3 µM; CHO-hM5 cells, Fluo-8 calcium fluorescence, ACh EC80;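 active means inhibition above a per-plate cutoff, the mean of that plate's test compounds plus 3 SD, cut at about 27% in these data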;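 further: 0% = acetylcholine EC80 with DMSO and 100% = DMSO without agonist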
M5 ag = CHRM5 agonism in calcium assay. 360,000 tested, 0.19% active. activation, % at 3 µM. CHO-K1 hM5 cells, Fluo-8 calcium fluorescence; 0% DMSO wells, 100% maximal acetylcholine response. AID 624037. P08912;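 active means activation above the run's mean over test compounds plus 3 SD, cut at about 23% in these data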;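 further: signal is peak over basal fluorescence ratio across the kinetic read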
An asterisk follows results filed as active; / = not tested or not shown. The list is partial; the hit share may differ from the screen's.

SMILES	CHRM4 agonist	M5 PAM	M1 PAM	CHRM1 antagonist	CHRM4 antagonist	TAAR1 agonist	M1 ag	M5 antag	M5 ag
Cc1cc2c(c(=O)o1)C(CC(C)C)C(C#N)=C(N)O2 (centres undefined)	1	0	-1	-1	-10	4	-3	-4	-2
COc1cc(OC)cc(-c2c(-c3ccc(F)cc3)c3cc(Br)ccc3n2C)c1	2	4	9	-5	-12	1	-3	6	3
C=CCOc1ccc(Cl)cc1-c1noc(-c2csc([C@H]3C[C@H](O)[C@@H](CO)O3)n2)n1	9	-2	-4	5	0	7	3	3	3
CC(C)CNC(=O)c1ccccc1NC(=O)CN(c1ccc2c(c1)OCCO2)S(C)(=O)=O	16	-8	4	-3	-20	6	1	-12	1
O=C(CN1CCOc2ccccc21)N1CCC(Cc2ccccc2)CC1	3	-3	-6	5	-1	0	0	-1	1
COCCn1c(C)cc(/C=C(\C#N)C(=O)OCC(=O)N(C)c2c(N)n(Cc3ccccc3)c(=O)[nH]c2=O)c1C	0	2	6	-5	-3	3	-3	2	-1
CCN1CCN(CCNC(=O)c2ccc(/C=C3/Sc4ccccc4N(Cc4cccc(C)c4)C3=O)cc2)CC1	19	-30	-15	35*	23	29	2	25	-12
CCOC(=O)N1CCC(N(C(=O)Nc2cccc(OC)c2)C(C)CC)CC1 (centres undefined)	1	-2	-10	17	2	2	-9	5	-3
COc1ccc(C(=O)Oc2cccc(/C=N/NC(N)=S)c2)cc1	3	-7	4	-1	-6	2	-5	-4	0
O=C(NNC(=S)NC(=O)c1cccnc1)c1ccc(Cl)cc1	-1	-3	-3	14	12	12	-5	2	1
CCOc1ccc(N(CC(=O)NC2CCCC(C)C2C)S(=O)(=O)c2c(C)noc2C)cc1 (centres undefined)	-1	-10	-8	13	9	0	-5	-1	-1
Cc1ccc(C2CC(=O)N3CN(c4ccc(Br)cc4)CSC3=C2C#N)o1 (centres undefined)	0	5	2	6	3	0	-2	1	2
CCSc1nc2cc(OC)c(OC)cc2c(=O)n1CC	-1	0	5	0	4	4	-5	-6	-2
O=C(NC(=S)NCc1ccco1)c1ccc([N+](=O)[O-])cc1	0	-4	6	-10	-1	-2	-6	13	-3
COc1ccccc1C(=O)N1CCN(S(=O)(=O)Cc2ccccc2)CC1	2	1	6	-9	-3	4	-1	-6	2
CCCCC(=O)N/N=C(\C)CC(=O)Nc1cc(Cl)ccc1OC	1	1	5	-25	-7	3	0	1	-4
N#Cc1c2n(c3c(=O)n(CC(=O)c4ccc([N+](=O)[O-])cc4)cnc13)CCCCC2	1	-1	-4	8	4	1	-1	2	3
CCN(CC)c1ccc(N=Nc2ncn[nH]2)cc1	0	-3	-1	4	-7	-1	-4	12	-5
COC(=O)c1ccc(C(=O)OC)c(NC(=O)Cc2cccs2)c1	0	0	6	-5	-13	-1	1	0	0
CCSC1=N/C(=C\c2ccc(C(=O)O)cc2)C(=O)S1	0	-2	-4	-4	5	0	-1	-3	-4
COc1cc(OC)cc(C(=O)N[C@H](C(=O)OCC(=O)Nc2sccc2C#N)C(C)C)c1	8	-6	6	0	-5	5	-2	12	8
CCNC(=O)C1CCCN(C(=O)c2cccc(C#N)c2)CC1 (centres undefined)	1	1	-1	1	-4	3	-3	-4	2
CCCCCC1=CCC/C1=N\NC(=O)c1ccc2c(c1)OCO2	2	4	3	-3	-4	7	-6	4	-4
S=c1[nH]nc(C2CCCCC2)o1	1	4	13	-9	-3	0	-4	3	1
CC(C)(C)NC(=O)CSc1nc2ccccc2c(=O)[nH]1	0	5	2	-5	2	0	-2	5	-2
CCN1/C(=C(\O)c2ccccc2)C(=O)c2ccccc2S1(=O)=O	0	14	0	-24	-7	7	-2	-8	-4
CCOc1ccccc1C(=O)Nc1nccs1	2	-4	-1	-11	5	0	-2	-3	-1
c1ccc2c(c1)c1ccccc1n1c(-c3ccc4c(c3)OCO4)nnc21	0	-3	4	-24	0	5	-3	1	-3
Cc1cc2c(cc1C)N(C(=O)CCl)CCN2C(=O)CCl	1	5	6	-14	-13	2	0	11	6
Cc1cccc(N2C(=O)CN(Cc3cccs3)C2=S)c1	2	4	0	20	-19	1	-1	-10	-6
Cc1ccc(-n2c(-c3ccccc3)nnc2-c2cccs2)cc1	0	-2	1	-4	9	3	-8	1	-1
O=C(Nc1ccc(O)cc1C(=O)O)c1cccs1	1	8	6	3	1	6	-2	1	1
COc1ccc(N(Cc2ccco2)C(=O)c2ccccc2F)cc1OC	1	2	10	-41	-17	3	-2	-8	-3
COc1ccc(S(=O)(=O)NC(=O)C2(C)CCN2C(=O)CC2CCCC2)cc1 (centres undefined)	1	2	15	-14	-9	0	0	0	1
COc1cccc(C(=O)NCCC(=O)NCc2cc(=O)n(C)c(=O)n2C)c1	0	9	4	-12	-1	0	-3	-7	-3
CCN1CCC(NC(=O)c2cc(OC)c(OC)cc2OC)CC1	0	0	4	-3	-12	4	-3	2	1

Structural class: the entries above containing two or more sulfur atoms
SMILES	CHRM4 agonist	M5 PAM	M1 PAM	CHRM1 antagonist	CHRM4 antagonist	TAAR1 agonist	M1 ag	M5 antag	M5 ag
CCSC1=N/C(=C\c2ccc(C(=O)O)cc2)C(=O)S1	0	-2	-4	-4	5	0	-1	-3	-4
Cc1cccc(N2C(=O)CN(Cc3cccs3)C2=S)c1	2	4	0	20	-19	1	-1	-10	-6

Following part
SMILES	CHRM4 agonist	M5 PAM	M1 PAM	CHRM1 antagonist	CHRM4 antagonist	TAAR1 agonist	M1 ag	M5 antag	M5 ag
Cn1c(=O)c2c(nc(N3CCOCC3)n2Cc2c(F)cccc2Cl)n(C)c1=O	1	-2	4	-6	3	0	9	-2	1
CCN(CC(=O)Nc1c(F)cccc1F)C(=O)CCCc1c[nH]c2ccccc12	4	1	4	-14	-3	2	0	7	-2
CC(C)[C@H](NC(=O)c1cccc(S(=O)(=O)N2CCCC2)c1)c1nc2ccccc2[nH]1	0	1	12	-9	-2	-3	-2	1	2
CSCCC(NS(=O)(=O)c1ccc2c(c1)c(=O)n(C)c(=O)n2C)C(=O)NC1CCN(Cc2ccccc2)CC1 (centres undefined)	1	4	0	12	3	1	-1	14	1
COCCC(=O)N(Cc1ccc2c(c1)OCO2)C(C(=O)NC1CCCCC1)c1ccncc1 (centres undefined)	0	-4	8	-6	6	2	-2	0	-6
O=C(CCNC(=O)c1ccccc1)Nc1ccc(F)c(Cl)c1	2	6	8	-9	-6	7	-5	-4	-3
Cc1ccc(S(=O)(=O)N2CC(=O)Nc3ccccc32)cc1	2	-4	-3	-3	6	11	-2	4	1
Nc1nonc1-n1nnc(C(=O)N/N=C/c2ccc(OCc3ccccc3)cc2)c1CNc1ccccc1	1	-6	-3	10	12	0	-3	6	-3
C=CCC1(CC=C)CCCN1Cc1nc(COc2ccccc2)no1	1	7	9	-19	-5	-2	-7	-4	-6
COc1ccc(NC(=O)C2CC2)cc1OC1CCCC1	0	2	5	-5	-6	/	-3	-2	-3
Cc1cc(C)nc(NS(=O)(=O)c2ccc(NC(=O)CSc3nc(-c4ccccc4)c(C#N)c(=O)[nH]3)cc2)n1	2	-1	-9	10	9	2	-4	-6	1
COc1cccc(NC(=O)NCCCCc2ccccc2)c1	8	1	4	-6	-13	-2	-1	-1	-2
C[C@H]1CN([C@@H](C)CO)C(=O)CCCn2nncc2CO[C@H]1CN(C)C(=O)c1ccncc1	1	1	-7	7	-7	3	-3	-5	1
CCN(CC)C(=O)Oc1ccc(OC(=O)N(CC)CC)cc1	1	3	1	8	8	4	-13	-14	-11
C=CCOC(=O)C1=C[C@@H](c2csc3ccccc23)C[C@@H](OCc2ccc(CO)cc2)O1	1	-10	2	15	-4	2	-7	20	-2
COc1cccc(S(=O)(=O)Nc2ccc(C(=O)N3CCOCC3)cc2)c1	2	14	14	-15	4	9	0	-7	2
O=C(C/C=N\OCc1ccc([N+](=O)[O-])cc1)Nc1ccc(Cl)cc1	3	-9	8	-11	3	5	-8	-3	-4
CCCSc1nn2c(=O)c3ccccc3nc2s1	3	-3	4	3	-5	2	-5	-3	1
CC(=O)N1CCN(Cc2nc(C(c3ccccc3)c3ccccc3)no2)CC1	1	-17	-14	2	3	14	-13	4	-10
COc1ccc(NC(=O)CCCCCn2nnc3ccccc3c2=O)cc1OC	1	3	8	-11	-2	1	-1	-4	-2
CCCC1=NN2C(=N)/C(=C\c3cc(C)n(-c4cc(C)cc(C)c4)c3C)C(=O)N=C2S1	22	-18	-12	1	-7	42*	-8	-7	1
CCCc1cc(=O)oc2c3c(cc(OCC(=O)N[C@@H](C)C(=O)O)c12)OC(C)(C)CC3	1	7	9	-7	3	2	-3	3	-3
Cc1cccc(C)c1OCc1nnc2c3cnn(C)c3ncn12	0	1	8	-6	13	13	-2	-5	0
CCOC(=O)NC1(C(F)(F)F)C(=O)N(Cc2ccccc2)C2=C1C(=O)CC(C)(C)C2 (centres undefined)	0	0	1	2	6	1	-4	-1	-2
O=C(CN1C(=O)NC2(CCCCC2)C1=O)Nc1cccc2ncccc12	0	-8	7	2	-25	5	-1	8	1
CCCn1cc(S(=O)(=O)c2ccc(F)cc2)c(=O)c2cc(OCC)ccc21	2	-6	10	-17	-2	0	-3	10	-2
COc1ccc(/C=N\NC(=O)c2ccc(-c3ccccc3)cc2)c(OC)c1OC	4	3	2	-3	-6	3	0	-3	0
CC(=O)c1ccc(N2C(=O)CC(N3CCN(S(=O)(=O)c4cc(C)ccc4C)CC3)C2=O)cc1 (centres undefined)	4	-6	-8	-7	5	1	-3	14	2
N/C(=N\OC(=O)c1ccccc1Br)c1cccc([N+](=O)[O-])c1	0	-2	10	-7	-1	-3	-2	13	-1
Cc1cnn(CCC(=O)NNC(=S)Nc2ccccc2)c1	0	0	3	-2	-7	7	1	0	-2
CCOc1cc(C2C3=C(CCCC3=O)OC3=C2C(=O)CCC3)cc([N+](=O)[O-])c1O	1	5	7	-2	3	-1	-6	2	-3
CC(NC(=O)C1CCC(=O)N1Cc1ccc(F)cc1)c1ccc2c(c1)OCCO2 (centres undefined)	2	7	18	-8	-16	0	6	-7	-1
CN1CCN(Cc2c(O)ccc3occ(C(=O)c4ccccc4)c23)CC1	2	0	13	-15	-2	5	-5	2	-3
CCCOP(=O)(c1ccc(N(C)C)cc1)C(O)c1ccc(N(C)C)cc1 (centres undefined)	1	9	10	0	1	2	-5	3	-4
COC(=O)C(C)Oc1cc(C)ccc1COc1ccc(-n2nc(C)n(C(F)F)c2=O)cc1 (centres undefined)	1	-6	-12	17	-3	1	-7	8	-8
O=C(Nc1nc(-c2cccnc2)cs1)c1ccccc1Cl	2	-1	7	-6	2	5	-5	3	2

Four entries from above, sorted by length of the SMILES, low to high:
SMILES	CHRM4 agonist	M5 PAM	M1 PAM	CHRM1 antagonist	CHRM4 antagonist	TAAR1 agonist	M1 ag	M5 antag	M5 ag
CCOc1ccccc1C(=O)Nc1nccs1	2	-4	-1	-11	5	0	-2	-3	-1
COc1cccc(NC(=O)NCCCCc2ccccc2)c1	8	1	4	-6	-13	-2	-1	-1	-2
CCCCCC1=CCC/C1=N\NC(=O)c1ccc2c(c1)OCO2	2	4	3	-3	-4	7	-6	4	-4
COc1cccc(C(=O)NCCC(=O)NCc2cc(=O)n(C)c(=O)n2C)c1	0	9	4	-12	-1	0	-3	-7	-3
